TAAR1 ag: agonists of human TAAR1; Q96RJ0; CHO RD-HGA16 TAAR1, Fluo-8 calcium fluorescence; vehicle wells 0%, saturating PEA agonist 100%; 0.99% of 360,000 active; AID 624467; activation, % at 3 µM;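 active = activation above the mean activation of all test compounds in the run plus 3 SD, cut at about 38% in these data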
Target sequence (Q96RJ0 whole entry, looked up): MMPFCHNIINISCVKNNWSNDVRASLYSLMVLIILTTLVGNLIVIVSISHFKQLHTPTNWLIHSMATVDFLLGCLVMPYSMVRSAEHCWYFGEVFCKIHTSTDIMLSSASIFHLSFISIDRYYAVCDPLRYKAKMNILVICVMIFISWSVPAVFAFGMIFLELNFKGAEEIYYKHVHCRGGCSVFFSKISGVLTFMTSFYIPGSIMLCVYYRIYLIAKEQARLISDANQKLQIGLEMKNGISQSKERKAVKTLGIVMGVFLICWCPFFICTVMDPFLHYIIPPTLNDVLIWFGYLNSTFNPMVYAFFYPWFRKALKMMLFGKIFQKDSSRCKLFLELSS
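Assay system – CHO-derived RD-HGA16 cells with stable Gα16 and human TAAR1 · Compound dosing – one-point dosing at 3 µM (nominal) · Incubation – 17-24 h seeding, 75 min 37 °C dye, 30 min RT · Measured by – kinetic Fluo-8 calcium fluorescence · Control set – DMSO vehicle as 0%, PEA at EC100 as 100% · Repeats – single well for each compound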
CHO-K1 Ca antag: counter-screen for M1 antagonists: effect in parental CHO-K1 cells; inhibition, % at 3 µM; 0.6% of 360,000 active; ATP-induced calcium, Fluo-8 fluorescence;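 active = inhibition above a per-plate cutoff, the plate's mean sample inhibition plus 3 SD, cut at about 24% in these data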;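 note: 0% = DMSO plus EC80 ATP and 100% = DMSO alone without ATP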
CHRM1 agonist: agonists of human M1 muscarinic receptor; P11229; CHO-K1 hM1, Fluo-8 calcium fluorescence, agonist mode; 0% DMSO, 100% acetylcholine EC100; activation, % at 3 µM; 0.33% of 360,000 active; AID 588814;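 active = activation above the run's mean compound activation plus 3 SD, cut at about 16% in these data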;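 note: peak over basal fluorescence ratio within a 140 s kinetic read after compound addition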
Target sequence (P11229 whole entry, looked up): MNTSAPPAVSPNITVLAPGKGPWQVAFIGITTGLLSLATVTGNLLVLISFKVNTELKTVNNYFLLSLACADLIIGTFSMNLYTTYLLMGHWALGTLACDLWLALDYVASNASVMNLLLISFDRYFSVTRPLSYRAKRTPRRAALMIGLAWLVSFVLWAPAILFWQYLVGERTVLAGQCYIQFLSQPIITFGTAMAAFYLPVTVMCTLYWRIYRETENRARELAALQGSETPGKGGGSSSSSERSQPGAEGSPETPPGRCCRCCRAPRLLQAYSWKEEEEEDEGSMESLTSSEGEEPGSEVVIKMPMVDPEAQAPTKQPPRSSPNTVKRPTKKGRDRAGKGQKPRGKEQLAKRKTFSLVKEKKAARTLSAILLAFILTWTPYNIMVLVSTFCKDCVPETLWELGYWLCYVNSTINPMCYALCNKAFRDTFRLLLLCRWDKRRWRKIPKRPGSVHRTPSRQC
OXTR potentiate: potentiates the human oxytocin receptor response; P30559; CHO-OTR cells, Fluo-8 calcium fluorescence, potentiator mode; 0% = oxytocin EC15, 100% = EC100; activation, % at 3 µM; 0.061% of 320,000 active; AID 2445;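 active = activation above that plate's cutoff, the mean activation of tested compounds plus 3 SD, cut at about 6.6% in these data, passing the limit was not always enough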;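 note: 100% uses oxytocin at 75 nM as the full agonist control; some results filed as inactive read as strong as hits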
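Assay system: CHO cell line stably expressing human OTR | Also added: Oxytocin at about EC15, sub-maximal agonist stimulus | Times: Compound 6 min at room temperature before oxytocin, 100 s read | Measured by: Fluo-8 intracellular calcium fluorescence, ex 470-495, em 515-575 nm | Controls: EC15 oxytocin alone as 0%, 75 nM oxytocin as 100%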
M1 ag parental: counter-screen for M1 agonists: effect in parental CHO-K1 cells; 0.48% of 360,000 active; Fluo-8 calcium fluorescence; scaled to maximal ATP response, vehicle zero; activation, % at 3 µM; in the data active = activation above about 15%;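 note: untransfected CHO-K1 host cells lacking M1 receptor as counterscreen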
TAAR1 antagonist: human TAAR1 antagonism; inhibition, % at 3 µM; Q96RJ0; AID 624466; CHO RD-HGA16 TAAR1, Fluo-8 calcium fluorescence, antagonist; 1.5% of 360,000 active;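 active = inhibition above a per-plate cutoff, the mean inhibition of test compounds on that plate plus 3 SD, cut at about 49% in these data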;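 note: 0% = DMSO plus EC80 beta-PEA response and 100% = DMSO alone without agonist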
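Test system – hTAAR1-expressing CHO RD-HGA16 cells, Gα16-coupled · Also added – β-PEA at EC80 concentration, post-compound challenge · Compound – 3 µM, single point · Incubation – dye loading 75 min at 37 °C, then 30 min room temperature · Measured by – Fluo-8 intracellular calcium dye fluorescence, real-time kinetic reads · Benchmarks – vehicle and agonist controls · Replicates – singlicate, one well per test compound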
CHO parental Ca: counter-screen for OX1R antagonists: effect in parental CHO cells | parental CHO-K1, ATP-induced calcium, Fluo-8 fluorescence | inhibition, % at 5.6 µM | AID 463079 | 0.63% of 330,000 active;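 active = inhibition above that plate's mean sample inhibition plus 3 SD, cut at about 26% in these data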;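 note: 0% = ATP-challenged DMSO wells and 100% = DMSO wells without ATP; some compounds past the cut are filed as inactive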
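test system = CHO parental line | reagent = ATP stimulus | measured by = intracellular calcium via Fluo-8 no-wash fluorescent dye | control set = ATP and no-ATP DMSO wells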
M1 PAM parental: M1 PAM counterscreen hit in parental CHO-K1 cells; 0.02% of 360,000 active; activation, % at 3 µM; ATP EC20, Fluo-8 calcium fluorescence; 0% at ATP EC20, 100% at ATP max;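 active = activation above the run cutoff, the mean activation of all test compounds plus 3 SD, cut at about 40% in these data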;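 note: peak over basal fluorescence ratio in a 140 s read after ATP addition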
M1 antag: antagonists of human M1 muscarinic receptor; P11229; inhibition, % at 3 µM; 1.3% of 360,000 active; CHO-K1 hM1, Fluo-8 calcium fluorescence, ACh EC80 antagonist; AID 588852;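 active = percent inhibition above its own plate's cutoff, namely the mean of that plate's compound wells plus 3 SD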;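 note: peak over basal fluorescence ratio during 140 s after agonist addition; 0% = ACh EC80 plus DMSO and 100% = DMSO alone without agonist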
* = called active by the depositor; nt = not tested or not shown.

Every second line gives: OXTR potentiate	CHO-K1 Ca antag	CHRM1 agonist	M1 ag parental	CHO parental Ca	M1 PAM parental	TAAR1 ag	TAAR1 antagonist	M1 antag
> O=C1CCCC2=C1Sc1ccccc1N2
→ -1.7	-0.8	1.9	0.4	-3.6	-14.8	9.1	-40.8	3.1
> CC(C)c1nc2oc3c(N4CCNCC4)ncnc3c2c2c1CCC2
→ nt	-12.5	-5.7	1.2	nt	13.3	3.4	-0.9	-2.1
> COc1ccc(-c2ncc(CN3CCC(CO)(Cc4cccc(OC)c4)CC3)cn2)cc1
→ -10.9	0.9	-0.2	1.3	-15.9	-3.4	7.1	1.3	-2.2
> CC1(C)CC(=O)C(C=NCC2CCNCC2)=C(O)C1
→ -10.0	-10.6	-6.5	0.5	-9.0	17.2	3.7	-7.3	-7.7
> Cc1oc(C(=O)O)cc1COc1ccc2c(C)cc(=O)oc2c1
→ -1.6	-12.6	-0.9	-0.2	-4.4	14.7	3.8	-22.9	-14.2
> CC(C)CN(CC(C)C)C(=S)NC1CCCCC1
→ 4.9	12.1	-8.5	-0.5	-14.3	-13.6	0.7	-2.7	12.3
> CCOC(=O)N1CCN(c2ccc(Cl)c(Cl)c2)CC1
→ -5.6	-10.3	-2.8	7.8	7.6	19.2	0.7	11.2	1.4
> CC(C)(C)c1ccc(C(=O)N2CCCCCC2=O)cc1
→ -9.5	-3.9	-3.5	0.0	-11.0	0.7	7.8	13.6	2.0
> CCN(Cc1nc2ccccc2c(=O)[nH]1)C(=O)CN1C(=O)NC2(CCCCC2C)C1=O (stereo not given)
→ -3.6	-25.3	-3.0	1.4	-1.0	20.2	12.2	-1.2	-15.2
> O=[N+]([O-])c1ccc(N2CCSCC2)cc1O
→ -4.4	4.0	-4.9	0.1	-16.4	8.0	1.4	0.1	-10.4
> O=C(NC(c1ccccc1)c1ccsc1)C1CCN(Cc2ccc(Oc3ccccc3)cc2)CC1 (stereo not given)
→ nt	7.3	-5.3	0.2	nt	1.3	10.7	13.9	10.2
> CC(C)n1nnnc1C1c2ccccc2C(=O)N1CCc1ccc(O)cc1 (stereo not given)
→ nt	-20.4	nt	2.7	nt	19.4	1.8	-1.0	nt
> O=C(CN1CCN(C(=O)CCC(=O)N2CCC(c3ccccc3)=N2)CC1)Nc1ccc(F)cc1
→ nt	-1.1	8.3	-0.2	nt	-7.6	0.8	-2.3	-0.2
> O=C(CNC(=O)c1ccccc1Cl)N/N=C/c1ccc([N+](=O)[O-])s1
→ -3.2	-0.3	-5.6	0.8	-3.5	15.8	11.6	-8.6	-8.6
> C/C(=N\NC(=O)CSc1nc2ccccc2s1)c1ccco1
→ -2.2	0.1	-0.8	0.1	-7.7	-10.3	11.7	1.2	1.8
> Cc1cnc2c(C(=O)O)cnn2c1
→ 1.0	-9.2	-9.6	0.7	-14.5	19.9	8.9	1.8	-2.4
> COc1ccc(N2CCN(C(c3nnnn3CCc3ccccc3)C(C)C)CC2)cc1 (stereo not given)
→ -12.6	-7.3	-4.0	-0.2	-17.9	3.3	7.9	-5.9	-19.1
> C[C@H]1CN([C@@H](C)CO)C(=O)CCCn2nncc2CO[C@@H]1CN(C)Cc1cccc2c1OCCCO2
→ nt	-12.7	-5.9	0.7	nt	10.8	1.8	3.2	-15.0
> COc1ccccc1N1C(=O)S/C(=C\c2ccc(C)s2)C1=O
→ -9.3	-2.4	-1.1	2.7	16.7	2.4	8.4	-0.6	4.0
> CCOc1cc(/C=C(\C#N)C(N)=O)ccc1OS(=O)(=O)c1ccccc1
→ -4.2	-0.4	-5.3	2.2	-17.5	17.5	5.0	-33.4	-7.1

One compound at a time, from the list above. Values in the order: OXTR potentiate	CHO-K1 Ca antag	CHRM1 agonist	M1 ag parental	CHO parental Ca	M1 PAM parental	TAAR1 ag	TAAR1 antagonist	M1 antag
Record of `COc1ccc(N2CCN(C(c3nnnn3CCc3ccccc3)C(C)C)CC2)cc1` (stereo not given) → -12.6	-7.3	-4.0	-0.2	-17.9	3.3	7.9	-5.9	-19.1
Record of `CC(C)n1nnnc1C1c2ccccc2C(=O)N1CCc1ccc(O)cc1` (stereo not given) → nt	-20.4	nt	2.7	nt	19.4	1.8	-1.0	nt

Going on with the list.
Every second line gives: OXTR potentiate	CHO-K1 Ca antag	CHRM1 agonist	M1 ag parental	CHO parental Ca	M1 PAM parental	TAAR1 ag	TAAR1 antagonist	M1 antag
> OC(c1cccc(Cl)c1)c1ncc(-c2cccc(C(F)(F)F)c2)[nH]1 (stereo not given)
→ nt	5.5	-1.0	1.8	nt	5.0	2.1	-7.6	0.3
> O=C1Nc2cc(Cl)c(Cl)cc2N(O)N1c1cccc(Cl)c1
→ -8.3	-15.8	-2.4	0.0	-1.5	-0.5	4.7	-24.2	-3.9
> O=C(CSc1ccccn1)Nc1nncs1
→ -17.7	-6.6	-3.2	-0.1	8.2	9.0	18.2	0.1	-1.1
> Cc1cc(C)cc(OCC(=O)NNC(=O)CN2C(=O)c3ccccc3C2=O)c1
→ -1.3	-2.6	-2.7	0.1	-0.1	5.9	1.9	-7.0	-1.5
> Cc1cc([N+](=O)[O-])ccc1NCc1ccccc1
→ -7.6	10.7	-11.6	-0.3	18.0	-6.5	nt	nt	7.3
> O=C(N/N=C/C=C/c1ccccc1)NC1CCCCC1
→ -8.8	-1.9	1.2	-0.3	-14.4	-15.4	-0.7	5.5	-2.2
> Cc1cccc(C)c1OCC(=O)Nc1ccc(N2CCOCC2)cc1
→ -3.0	-10.8	-4.0	1.4	-12.9	17.7	-0.1	-18.6	8.8
> COC(=O)[C@@]1(Cc2ccc(OC)cc2)[C@H]2c3cc(C(=O)N4CCCC4)n(Cc4ccsc4Br)c3C[C@H]2CN1C(=O)c1ccccc1
→ nt	-1.4	nt	1.0	nt	9.7	1.0	-14.6	nt
> O=C(CN1C(=O)CCS(=O)(=O)c2ccccc21)NCc1ccccc1
→ -1.9	-15.8	-2.8	0.1	-6.8	21.4	-1.5	-6.3	-18.3
> Cc1cc(=O)n2nc(N3CCCC3C(=O)Nc3ccc(C(C)C)cc3)sc2n1 (stereo not given)
→ -4.4	-5.0	-4.3	0.3	-8.2	-4.1	-0.3	-12.8	-10.3
> CC(=O)c1ccc(OCc2cc(C(=O)N(C)Cc3nc4c(C)cccc4[nH]3)no2)cc1
→ -2.7	3.8	-2.9	1.8	-10.9	7.5	3.3	15.1	16.7
> C=CCN1CCN(C(CC(C)C)c2nnnn2CCOC)CC1 (stereo not given)
→ -12.6	6.1	-5.4	0.3	-6.2	-3.2	16.4	7.4	7.5
> CC1=C(C(=O)OC2CCCCC2)C(c2ccc(O)cc2)NC(=O)N1 (stereo not given)
→ -9.6	-4.3	-4.5	0.0	7.7	3.5	-0.1	0.6	-8.8
> CC1Cc2ccccc2N1C(=O)COC(=O)c1cccc(Br)c1 (stereo not given)
→ -8.2	-13.3	-1.9	6.6	8.3	2.6	4.3	28.0	10.1
> CC1(C)CC(=O)c2c(O)cc(OCC(=O)N3CCN(c4ccc(F)cc4)CC3)cc2O1
→ -16.4	-11.4	-1.2	5.8	-14.8	-7.2	4.2	9.4	7.9
> N/C(=N\N=C\c1ccc(O)cc1)c1nonc1N
→ -10.4	-7.9	-2.8	1.8	2.9	16.4	2.0	-8.2	-7.9
> Cc1ccc(CNC(=O)c2cnc(-c3ccccn3)nc2C(F)(F)F)cc1
→ -11.8	-2.5	0.3	0.2	-2.0	-3.5	3.7	11.2	-15.0
> O=[N+]([O-])c1ccc(N2CCN(S(=O)(=O)c3ccccc3)CC2)cc1
→ -3.9	9.4	-2.9	0.5	7.7	-3.2	2.3	19.5	-17.4
> Cc1ccnc(N2C(=O)c3ccccc3C2O)c1 (stereo not given)
→ -3.6	-6.9	-2.3	0.4	-7.1	0.0	-1.0	8.7	-5.0
> Clc1cccc(Oc2cnc3ccccc3n2)c1
→ 6.2	-0.3	-4.7	-0.1	-1.9	-4.2	1.3	-0.3	-2.3

Retrieved by structure from the list above (two):
Every second line gives: OXTR potentiate	CHO-K1 Ca antag	CHRM1 agonist	M1 ag parental	CHO parental Ca	M1 PAM parental	TAAR1 ag	TAAR1 antagonist	M1 antag
> CCOC(=O)N1CCN(c2ccc(Cl)c(Cl)c2)CC1
→ -5.6	-10.3	-2.8	7.8	7.6	19.2	0.7	11.2	1.4
> CC1(C)CC(=O)c2c(O)cc(OCC(=O)N3CCN(c4ccc(F)cc4)CC3)cc2O1
→ -16.4	-11.4	-1.2	5.8	-14.8	-7.2	4.2	9.4	7.9

The list continues:
Every second line gives: OXTR potentiate	CHO-K1 Ca antag	CHRM1 agonist	M1 ag parental	CHO parental Ca	M1 PAM parental	TAAR1 ag	TAAR1 antagonist	M1 antag
> CC(=O)c1ccc(C(=O)Nc2sc3c(c2C(N)=O)CCN(Cc2ccccc2)C3)cc1
→ -8.9	5.4	-3.3	3.5	11.9	10.6	5.0	2.5	-7.9
> CCOC(=O)CNC(=O)c1cn(CC)c(=O)c2cc(OC)c(OC)cc12
→ -9.1	-6.1	-2.3	-0.3	-3.1	-2.6	2.8	-4.4	-5.2
> c1ccc2c(c1)CCN(C1CCCCC1)C2
→ -5.0	-7.2	-9.5	0.8	-0.9	14.2	32.4	-10.9	-9.4
> CCOCCCNC(=S)N1CCN(c2nc(-c3ccccc3)cs2)CC1
→ -7.3	0.6	2.0	9.4	-3.4	6.3	7.5	36.1	-5.9
> CCN(CC(=O)Nc1c(F)cccc1F)C(=O)c1ccc(C2SCCS2)cc1
→ -4.5	-13.6	2.8	3.9	-21.4	1.4	3.5	11.2	5.4
> Cc1cccc(-n2cc(CNCCN3CCOC3=O)c(-c3cccc(F)c3)n2)c1
→ -13.6	-19.9	-2.6	4.8	-16.7	11.2	11.0	8.5	-13.4
> CCOC(=O)CCCCC(=O)c1[nH]c(=O)[nH]c1CSc1nc(C)cc(C)n1
→ -4.8	-7.7	-4.6	0.4	-13.6	19.0	8.1	-18.5	-37.5
> O=C(c1cn(-c2ccc(Cl)c(Cl)c2)nn1)C1CC1
→ -11.2	-19.3	-3.1	1.1	2.3	3.1	1.3	-6.6	-3.5
> Cc1cccc(-c2nc(CSCC(=O)N3CCN(Cc4ccc5c(c4)OCO5)CC3)c(C)o2)c1
→ -29.1	2.2	-0.9	5.0	30.9	4.4	-2.3	-4.4	5.9
> Cc1ccc(C(=O)NNC(=O)C2CCN(Cc3ccc(Cl)c(Cl)c3)CC2)cc1
→ -6.7	-14.1	-4.9	-0.3	-15.0	14.4	-3.1	-1.2	-3.6
> N#Cc1sc(=O)[nH]c1Cl
→ 1.0	-2.2	-3.6	0.3	-7.3	-10.2	1.9	9.6	6.7
> CC(C)(C)NC(=S)N1CCC2CC1c1cc(-c3ccc4c(c3)OCO4)ccc12 (stereo not given)
→ nt	15.4	-6.4	2.9	nt	12.0	10.2	-5.4	-10.2
